IMPase Li inh = qHTS Assay for Identifying the Cell-Membrane Permeable IMPase Inhibitors: Potentiation with Lithium; AID 1457, 2008; 210,000 tested, 0.35% active; Potency, µM (highest dose often 59.4 µM), for the others: top-dose activity, negative = IMPase inhibition, most hits filed as inhibitors; CHO-M1 cells, IP1 TR-FRET (IP-One), carbachol + lithium;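 note: IP1 builds up when IMPase is blocked and the TR-FRET signal falls; potency is the fitted concentration of half-maximal effect; plate controls were basal vehicle for no effect and high inhibitor control for full effect; nearly all actives have a fitted effect of over 50% in size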
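Test compounds were applied to CHO-M1 cells previously cultured for 16–30 h at 2000 per well. A small lithium amount accompanied them; after 30 min at 37C, IP1 was quantified by TR-FRET.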
Epigenetic reg = Quantitative High-Throughput Screen for Regulators of Epigenetic Control. murine LDR cells, GFP reporter derepression, 30 h. Potency, µM (series often up to 53.9 µM), for inactives: top-dose GFP activation, hits mostly activators. 280,000 tested, 0.2% active. AID 1865, 2009; note: potency is the fitted concentration of half-maximal effect; % of control where 0% means no effect; nearly all actives have a fitted effect of over 60% in size
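Murine LDR cells bearing a silenced CMV-driven GFP reporter were exposed to compound for 30 h at 37 C. After PBS washes, GFP-positive cells (20-120 um objects) counted by laser-scanning microplate cytometry.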
NPSR antag = qHTS Assay for Antagonists of the Neuropeptide S Receptor: cAMP Signal Transduction; Q6W5P4; CHO-NPSR cells, cAMP TR-FRET, antagonist mode; Potency, µM (titrated, usually from 38.3 µM), without a hit: top-dose activity change, negative = inhibition, hits mostly inhibitors; 220,000 tested, 1% active; AID 1461, 2008; note: potency is the fitted concentration of half-maximal effect; % is set by controls: 0 for no effect and ±100 for the full control effect; nearly all actives have a fitted effect of over 50% in size; many of its hits are not listed in these tables
Target sequence (Q6W5P4 whole entry, looked up): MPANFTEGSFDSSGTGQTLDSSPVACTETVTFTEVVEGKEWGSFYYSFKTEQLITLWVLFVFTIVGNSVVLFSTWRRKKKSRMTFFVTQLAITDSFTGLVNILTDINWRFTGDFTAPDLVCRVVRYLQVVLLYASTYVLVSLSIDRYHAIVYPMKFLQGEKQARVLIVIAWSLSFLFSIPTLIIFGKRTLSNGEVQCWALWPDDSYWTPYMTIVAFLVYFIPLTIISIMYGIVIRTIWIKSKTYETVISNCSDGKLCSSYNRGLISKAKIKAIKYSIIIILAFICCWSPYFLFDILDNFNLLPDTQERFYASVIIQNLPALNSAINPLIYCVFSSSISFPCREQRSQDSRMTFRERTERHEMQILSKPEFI
HTT aggregate = qHTS Multiplex Assay to Identify Dual Action Probes in a Cell Model of Huntington: Aggregate Formation (GFP). PC12 HttQ103-GFP aggregates, Acumen cytometry, 40 h. Potency, µM (doses to about 46.1 µM), for the others: top-dose activity change, negative = inhibition, actives largely listed as inhibitors. 220,000 tested, 1.1% active. AID 1688, 2009; note: potency is the fitted concentration of half-maximal effect; % is set by controls: 0 for no effect and ±100 for the full control effect; nearly all actives have a fitted effect of over 60% in size
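Ecdysone-promoter PC12 model expressing HTT exon 1 Q103 fused to GFP, induced by tebufenozide at 100 nM final. Compounds titrated; aggregates sized 1–25 µm scored on a 488 nm laser cytometer.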
Lamin A splicing = qHTS Assay for Modulators of Lamin A Splicing. AID 1487, 2009. Potency, µM (top dose mostly 46.1 µM), for inactives: top-dose ratio change, negative = inhibition, hits mostly inhibitors. 200,000 tested, 0.01% active. HeLa LMNA splicing GFP/RFP minigene ratio, 48 h; active = well fitted inhibition curve with a large enough effect in the signal ratio, with a control signal flat, not every such curve was filed as active; inconclusive = small, poorly fitted or top-dose-only effect, or effect the other way, or a change in a side signal; the % refers to the signal ratio; note: potency is the fitted concentration of half-maximal effect; % is set by controls: 0 for no effect and ±100 for the full control effect
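S3 HeLa cells stably expressing lamin A-EGFP splicing minigene plus DsRed2, 600 cells/well, 48 h compound exposure at 37C. Laser-scanning cytometry; analysed as GFP (500-530 nm)/RFP (575-640 nm) total intensity ratio; 0.5% DMSO vehicle.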
CBFb-RUNX1 inh = qHTS Assay for Compounds Blocking the Interaction Between CBF-beta and RUNX1 for the Treatment of Acute Myeloid Leukemia; Runt-related transcription factor 1 (Homo sapiens) + Core-binding factor subunit beta …; AlphaScreen CBFb-His/RUNX1-biotin binding, biochemical; Potency, µM (top dose mostly 59.8 µM), for the others: top-dose activity, negative = inhibition, most hits filed as inhibitors; 230,000 tested, under 10 active; AID 1477, 2009; note: % of control where 0% means no effect
Target sequence (Q01196 whole entry, looked up): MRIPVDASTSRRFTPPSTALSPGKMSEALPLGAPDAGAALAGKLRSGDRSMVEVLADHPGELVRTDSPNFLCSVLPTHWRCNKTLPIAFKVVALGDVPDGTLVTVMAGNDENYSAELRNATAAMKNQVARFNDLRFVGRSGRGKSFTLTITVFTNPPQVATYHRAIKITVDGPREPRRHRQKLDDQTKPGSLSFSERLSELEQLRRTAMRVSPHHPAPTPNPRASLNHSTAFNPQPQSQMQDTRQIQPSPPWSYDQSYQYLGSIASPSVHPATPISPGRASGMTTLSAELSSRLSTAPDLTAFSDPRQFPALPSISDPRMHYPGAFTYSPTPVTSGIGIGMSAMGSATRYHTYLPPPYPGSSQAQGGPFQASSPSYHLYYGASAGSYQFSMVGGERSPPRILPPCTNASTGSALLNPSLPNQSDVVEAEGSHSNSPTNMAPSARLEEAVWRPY
Target sequence (Q13951 whole entry, looked up): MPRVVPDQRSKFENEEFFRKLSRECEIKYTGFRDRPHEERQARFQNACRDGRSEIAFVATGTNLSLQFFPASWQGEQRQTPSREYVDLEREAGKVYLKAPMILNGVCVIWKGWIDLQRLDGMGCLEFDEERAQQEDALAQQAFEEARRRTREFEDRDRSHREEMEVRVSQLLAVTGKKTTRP
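Proteins preincubated together for 20 min at RT before compound addition; 15 min later, nickel and streptavidin beads were added and left 90 min prior to AlphaScreen measurement.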
Luc counter = Counterscreen for Luciferase (Kinase-Glo TM) Inhibition; Potency, µM (highest dose often 38.3 µM), inactives show at the top dose activity change, negative = inhibition, most hits filed as inhibitors; 200,000 tested, 0.28% active; Kinase-Glo luciferase, ATP luminescence, 8 min; AID 1379, 2008; Luciferin 4-monooxygenase (Photuris pensylvanica), Q27757; note: potency is the fitted concentration of half-maximal effect; % is set by controls: 0 for no effect and ±100 for the full control effect; nearly all actives have a fitted effect of over 60% in size
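Light output from Kinase-Glo luciferase with luciferin and 10 uM ATP in 50 mM imidazole pH 7.2, KCl, MgCl2, Tween 20, BSA; compound pin-delivered, 8-min ambient incubation, then luminescence read.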
Numbers without * were called inactive; ? = inconclusive; . = no result given; [ ] = dose if it differs, or a comment. Unless noted, calls come from the whole dose curve; as a rule, active = well fitted curve in the direction sought with a large enough effect; inconclusive = small, poorly fitted or top-dose-only effect, or another doubt; inactive = no such curve, though single readings can be large; an effect the other way counts as inactive or inconclusive.

SMILES	IMPase Li inh	Epigenetic reg	NPSR antag	HTT aggregate	Lamin A splicing	CBFb-RUNX1 inh	Luc counter
Cc1onc(-c2c(F)cccc2Cl)c1C(=O)OCc1cnc(Cl)s1	20.8%	2.6%	-29.3%	1.7%[9.22 µM]	-11.7%[46 µM]	9.2%	2.2%
CC(C)Cn1c2c(c(=O)[nH]c1=O)C(C(F)(F)F)(C(F)(F)F)N=C(CCC1CCCCC1)N2	1.3%	3.8%	-22.5%	14.0%	?	3.6%	0.8%
Cc1cc(NC(=O)COC(=O)c2ccc(S(=O)(=O)N3CCCC3)cc2)no1	8.2%	-1.5%	7.4%	1.3%	.	-4.5%	4.2%
CC1=C(c2ccccc2)[N+](=O)C2(CCCCC2)N1[O-]	-1.9%	-6.1%	6.0%	9.7%	-7.5%[46 µM]	?	1.4%
CC(C)C(=O)c1cn(CC(=O)O)c2ccccc12	-10.9%	-2.9%	-7.7%	18.1%[9.22 µM]	.	-8.6%	1.6%
Cc1cc(N)n(-c2ccc3ccccc3c2)n1	-8.3%[38.3 µM]	-1.1%	3.2%[46.1 µM]	-18.5%	1.8%	-2.0%	-14.1%
CCOC(=O)N1CCC(NCc2c(C(=O)N(C)Cc3ccccc3)nc3ccccn23)CC1	.	-1.7%	-12.0%	-9.4%	.	?	.
C/C(N)=C(/C#N)C(=O)COC(=O)c1cc(-c2ccc(C)cc2)nc2ccccc12	4.0%	0.0%	-41.6%	-1.1%	-12.1%	0.1%	3.5%
CC1CCN(CCCNC(=O)c2ccc(Cn3c(=S)[nH]c4ccc(Br)cc4c3=O)cc2)CC1	17.7%	-0.4%	-28.1%	?	-34.9%[46 µM]	-8.8%	-0.5%
Cc1ccc(N)c(C(=O)CCCCC(=O)O)c1	3.5%[38.3 µM]	0.2%	-12.3%[46.1 µM]	0.1%	5.9%	0.0%	-2.4%
COc1ccc(NC(=O)CC2Sc3ncnn3C2=O)cc1 (stereo not drawn)	3.9%	0.0%	2.4%	9.5%	-24.0%	-5.9%	7.1%
O=c1nc2ccccc2c2n1CC(CN1CCN(C(c3ccccc3)c3ccccc3)CC1)N2 (stereo not drawn)	23.6%	-0.6%[10.1 µM]	?	20.9%[9.22 µM]	?	-1.2%	0.0%
COc1ccc(CCN2C(=O)c3ccccc3C2(O)c2ncc[nH]2)cc1OC (stereo not drawn)	8.9%	5.0%	3.5%[46.1 µM]	-7.2%	-7.3%	2.8%	-2.1%
COc1ccc(NC(=O)CN2C(=O)C(C)Oc3ccccc32)cc1 (stereo not drawn)	12.0%[38.3 µM]	0.0%	-6.8%[46.1 µM]	17.0%	9.3%	-2.9%	-0.2%
CCOc1ccc(NC(=O)C2CCC(CNc3c(N4CCCCC4)c(=O)c3=O)CC2)cc1 (stereo not drawn)	.	-2.1%	-6.0%	-11.8%[9.22 µM]	.	28.2%	.
O=[N+]([O-])c1cccc(C(=Nc2ccccc2Cl)NO)c1	11.2%	-2.2%	-12.7%[46.1 µM]	-7.9%	-14.1%	-6.7%	-0.6%
CNC(=S)N/N=C/c1cc(C)n(-c2ccc(Cl)c(Cl)c2)c1C	9.8%	-7.9%	-55.0%	-25.9%	?	-12.1%	0.6%
COc1ccc(N(C(=O)C(C)C)S(=O)(=O)c2cccc3cccnc23)cc1	7.8%	-1.3%	11.8%	14.3%	9.9%	15.3%	0.5%
Oc1ccc(Oc2ncc(Cl)cc2Cl)cc1	16.1%[38.3 µM]	-1.1%	3.8%[46.1 µM]	-16.1%	-6.9%	-7.6%	-3.1%
CCN(Cc1ccccc1)C(c1ccc(C)cc1)c1nnnn1C(C)(C)C (stereo not drawn)	7.2%[38.3 µM]	-5.2%	?	-1.1%[9.22 µM]	16.4%	-3.6%	4.2%
CC1(c2nnc(Cc3ccccc3)o2)CC(c2ccc([N+](=O)[O-])cc2)=NO1 (stereo not drawn)	.	14.1%	-14.5%	28.6%[9.22 µM]	.	0.3%	.
CCOc1ccc(NC(=O)CCSc2ccc3ccccc3n2)cc1	-16.3%	-1.1%	-18.0%	4.1%	19.1%	-1.3%	3.3%
O=C(O)c1ccc(-c2nnn(Cc3cccc(C(F)(F)F)c3)n2)cc1	.	0.0%	-15.0%	-9.6%[9.22 µM]	.	2.2%	.
CCC(C)(C)NC(=O)Nc1cc(Cl)ccc1OC	6.2%	-1.5%	-19.4%	-5.7%	3.9%[46 µM]	18.6%	-2.3%
COCCCNC(=O)Cn1nnc(-c2ccc(NC(=O)c3ccccc3OC)cc2)n1	?	-4.8%	-14.6%[46.1 µM]	-1.5%	8.8%	3.3%	-6.0%

One compound at a time, as listed above. Values in the order: IMPase Li inh, Epigenetic reg, NPSR antag, HTT aggregate, Lamin A splicing, CBFb-RUNX1 inh, Luc counter
`CC1CCN(CCCNC(=O)c2ccc(Cn3c(=S)[nH]c4ccc(Br)cc4c3=O)cc2)CC1` is listed with 17.7%, -0.4%, -28.1%, ?, -34.9%[46 µM], -8.8%, -0.5%
`COCCCNC(=O)Cn1nnc(-c2ccc(NC(=O)c3ccccc3OC)cc2)n1` is listed with ?, -4.8%, -14.6%[46.1 µM], -1.5%, 8.8%, 3.3%, -6.0%
`CCOC(=O)N1CCC(NCc2c(C(=O)N(C)Cc3ccccc3)nc3ccccn23)CC1` is listed with ., -1.7%, -12.0%, -9.4%, ., ?, .
`Cc1onc(-c2c(F)cccc2Cl)c1C(=O)OCc1cnc(Cl)s1` is listed with 20.8%, 2.6%, -29.3%, 1.7%[9.22 µM], -11.7%[46 µM], 9.2%, 2.2%
`COc1ccc(N(C(=O)C(C)C)S(=O)(=O)c2cccc3cccnc23)cc1` is listed with 7.8%, -1.3%, 11.8%, 14.3%, 9.9%, 15.3%, 0.5%

Returning to the listing, starting two compounds before the break.
SMILES	IMPase Li inh	Epigenetic reg	NPSR antag	HTT aggregate	Lamin A splicing	CBFb-RUNX1 inh	Luc counter
CCC(C)(C)NC(=O)Nc1cc(Cl)ccc1OC	6.2%	-1.5%	-19.4%	-5.7%	3.9%[46 µM]	18.6%	-2.3%
COCCCNC(=O)Cn1nnc(-c2ccc(NC(=O)c3ccccc3OC)cc2)n1	?	-4.8%	-14.6%[46.1 µM]	-1.5%	8.8%	3.3%	-6.0%
COc1ccccc1-n1cnnc1SC(C)C(=O)Nc1ccc(NC(C)=O)cc1 (stereo not drawn)	-3.3%	0.9%	-7.3%	7.1%	.	3.1%	-1.8%
O=C1C2ON(c3ccccc3)C(c3cccnc3)C2C(=O)N1c1ccc(Cl)c(Cl)c1 (stereo not drawn)	0.5%[38.3 µM]	6.3%	-6.5%[46.1 µM]	-10.5%	-2.8%	9.1%	-2.9%
O=S(=O)(c1ccccc1)N1N=C(c2cccs2)CC1c1ccc(F)cc1 (stereo not drawn)	10.9%[38.3 µM]	2.4%	-29.3%[46.1 µM]	-11.0%	20.0%	-1.0%	-3.1%
CC(=O)Nc1ccc(OCC(O)Cn2c3ccccc3c3ccccc32)c(C)c1 (stereo not drawn)	10.2%[38.3 µM]	-1.1%	-16.5%[46.1 µM]	-8.9%	?	-1.1%	1.6%
O=C(Nc1cccc(Cl)c1)N1CCN(c2ncccn2)CC1	23.9%[38.3 µM]	1.8%	-12.3%[46.1 µM]	-26.3%	2.4%	6.4%	-0.8%
CC(=O)N(C(C)=O)c1nc(-c2ccccc2)cn1/N=C/c1ccccc1	.	-2.6%	-27.8%	-30.3%[9.22 µM]	.	3.6%	.
CCN(c1ccccc1)S(=O)(=O)c1ccc(OC)c(NC(=O)CNCC(C)O)c1 (stereo not drawn)	-7.3%	1.5%	25.7%	30.8%	?	9.5%	-1.6%
Cc1ccc(S(=O)(=O)Cc2ccc(C(=O)N3CCCCCC3)o2)cc1	-19.9%[38.3 µM]	-0.2%	-3.2%[46.1 µM]	6.1%	-1.4%	-8.8%	18.7%
CCOC(=O)c1ccc(NC(=O)CN2C(=O)CCC2=O)cc1	-5.2%	1.7%	1.7%[46.1 µM]	0.3%	-0.7%	7.0%	-3.4%
Cc1nnc(SCC(=O)Nc2ccccc2)n(N)c1=O	4.1%	2.3%	1.7%	3.5%	-3.0%[46 µM]	-12.6%	1.8%
COc1ccccc1C(=O)Nc1c2c(nn1-c1cccc(C)c1C)CS(=O)(=O)C2	27.8%[38.3 µM]	1.8%	19.3%[46.1 µM]	-0.6%	7.4%	8.5%	-5.2%
COc1ccccc1OC(=O)c1ccc(S(=O)(=O)N(C)C)cc1	8.1%[38.3 µM]	-0.2%	-10.3%[46.1 µM]	11.2%	11.0%	0.1%	-4.1%
O=C(O)c1cccc(Cn2c(Cl)c(/C=N/NC(=O)c3cccc(O)c3)sc2=O)c1	.	0.5%	17.6%	-14.5%[9.22 µM]	.	0.3%	.
CC1CCN(c2ccc(S(=O)(=O)NC3=NCCCCC3)cc2[N+](=O)[O-])CC1	5.5%	1.1%	-0.8%	?	-4.5%[46 µM]	-6.6%	-1.6%
COc1ccc(NC(=O)C2C(=O)NC3(C)CC2c2ccccc2O3)cc1 (stereo not drawn)	-12.5%[38.3 µM]	-1.0%	5.2%[46.1 µM]	-1.4%	?	2.1%	0.4%
O/N=C1\CC/C(=N\O)c2nn(-c3ccc(Cl)cc3Cl)nc21	8.2%[38.3 µM]	-1.1%	-21.0%[46.1 µM]	?	?	3.1%	-4.1%
O=C(c1ccccc1[N+](=O)[O-])N1CCN(Cc2ccc3c(c2)OCO3)CC1	6.5%	-0.3%	13.0%	?	?	-5.3%	0.4%
O=C(c1ccc(F)cc1)n1cc(C(=S)N2CCOCC2)c2ccccc21	1.3%	5.4%	-14.5%	.	.	-6.8%	-4.1%
COCCOC(=O)C1=C(C)NC(=O)NC1c1ccc(-c2cc(Cl)ccc2Cl)o1 (stereo not drawn)	0.9%	3.1%	38.2%	-1.1%[9.22 µM]	0.4%[46 µM]	2.6%	-2.5%
Cc1ccc2c(c1)COc1c3ccc(C(=O)NCC4CC4)cc3nn1-2	.	12.5%	-28.7%	3.6%[9.22 µM]	.	11.8%	.
Cc1ccccc1N1C(=O)C(Oc2ccc(Cl)cc2)C1CNC(C)(C)C (stereo not drawn)	1.3%	?	5.0%	-17.4%	-23.7%	-22.8%	0.4%
O=C(Nc1ccc2c(c1)OCO2)C1CCN(c2ccc(S(=O)(=O)N3CCOCC3)cc2)CC1	?	?	?	26.6%	14.0%	-1.1%	-0.8%

Screens from PubChem BioAssay.

Some of the compounds tested, so the mix of outcomes need not match the whole.
